# EPAC1 ag: activates human EPAC1 exchange factor; Potency, µM (doses to about 154 µM), inactives show at the top dose activation, most hits filed as activators; EPAC1 agonist qHTS, biochemical assay; response scale: 100% = response to 6.5 mM cAMP; AID 720707; O95398; 360,000 tested, 0.073% active; note: potency is the fitted concentration of half-maximal effect; nearly all actives have a fitted effect of over 60% in size
#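 EPAC1 100 nM, Rap1B–BODIPY-GDP 250 nM, unlabeled GDP 50 uM; compound titration; 5 min RT; kinetic read ex480/em540 at 5-min intervals ×30 min; data normalized to 6.5 mM cAMP agonist control.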
# PLK1 PBD inh: PLK1 (human) polo-box domain binding inhibition. Potency, µM, inactives show max response, negative = inhibition, actives largely listed as inhibitors. Plk1 PBD binding of FITC phosphopeptide, fluorescence polarization. 360,000 tested, 2.8% active; note: potency is the fitted concentration of half-maximal effect; series mostly up to about 57 µM; % is set by controls: 0 for no effect and ±100 for the full control effect; nearly all actives have a fitted effect of over 65% in size
# Target sequence (P53350 whole entry, looked up, the tested form may be a part): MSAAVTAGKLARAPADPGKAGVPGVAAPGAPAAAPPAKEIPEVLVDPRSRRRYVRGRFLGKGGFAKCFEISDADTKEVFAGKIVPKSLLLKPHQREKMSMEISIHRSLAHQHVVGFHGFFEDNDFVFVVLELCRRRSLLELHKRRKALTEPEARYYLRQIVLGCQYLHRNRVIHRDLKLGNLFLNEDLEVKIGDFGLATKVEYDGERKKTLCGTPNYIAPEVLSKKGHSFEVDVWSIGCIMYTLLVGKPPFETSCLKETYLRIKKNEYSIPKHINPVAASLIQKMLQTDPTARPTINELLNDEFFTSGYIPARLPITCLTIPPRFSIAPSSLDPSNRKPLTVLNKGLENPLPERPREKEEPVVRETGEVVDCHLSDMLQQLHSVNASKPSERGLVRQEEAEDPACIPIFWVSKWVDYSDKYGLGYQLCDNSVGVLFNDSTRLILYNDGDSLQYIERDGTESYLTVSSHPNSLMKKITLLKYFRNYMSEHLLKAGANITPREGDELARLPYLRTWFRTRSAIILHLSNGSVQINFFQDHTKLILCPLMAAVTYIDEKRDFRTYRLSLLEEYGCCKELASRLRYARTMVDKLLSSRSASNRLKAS
# IL-2 act: IL-2 activation; IL-2 activation reporter assay, cell-based qHTS; stimulated with anti-CD3/CD4/CD28 beads; in transgenic mouse T cells; activation, % (series mostly up to about 46 µM); 360,000 tested, 0.065% active; in the data active = activation above about 50%; inconclusive = mostly about 30% to 49%; note: 0% is about no effect
#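 Quantitative HTS in unstimulated transgenic mouse T cells, with memory T cells as non-tolerant control and PMA/ionomycin as tolerance-bypass control. Compound pretreatment lasted 60 minutes before 18 h bead stimulation; EGFP/DsRed fluorescence read.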
# EPAC2 ag: agonists of human EPAC2 (RAPGEF4); Q8WZA2; EPAC2 activation, biochemical qHTS; response scale: 100% = 6.5 mM cAMP response; Potency, µM (top dose mostly 154 µM), for inactives: at the top dose activation, usual class: activators; 360,000 tested, 0.079% active; AID 720711; note: potency is the fitted concentration of half-maximal effect; nearly all actives have a fitted effect of over 50% in size
#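 EPAC2 (100 nM) mixed with Rap1B loaded with BODIPY-GDP (250 nM) plus 50 uM unlabeled GDP; compounds pinned in, 5 min RT, then read every 5 min for 30 min (ex 480, em 540 nm). Normalized to cAMP control.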
# WRN helicase inh: WRN helicase (human) inhibition | Q14191 | WRN helicase unwinding, fluorescent forked duplex, kinetic | Potency, µM (highest dose often 114 µM), for inactives: at the top dose activity change, negative = inhibition, hits mostly inhibitors | 360,000 tested, 0.46% active | AID 651768; note: potency is the fitted concentration of half-maximal effect; % is set by controls: 0 for no effect and ±100 for the full control effect; nearly all actives have a fitted effect of over 55% in size
#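 Kinetic fluorescence helicase assay: unwinding of a quenched forked DNA duplex (100 nM final) with 2 mM ATP final raises red fluorescence (525/598 nm). Compounds sat 15 min at room temperature with 20 nM WRN beforehand.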
# EPAC1 antag: antagonists of human EPAC1. EPAC1 GEF assay, Rap1b-BODIPY-GDP exchange fluorescence. O95398. 360,000 tested, 0.14% active. Potency, µM (series often up to 115 µM), for inactives: at the top dose activity change, negative = inhibition, usual class: inhibitors;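 note: potency is the fitted concentration of half-maximal effect; plate controls were vehicle for no effect and positive control for full effect; nearly all actives have a fitted effect of over 50% in size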
# CCT chaperon mod: changes cytosolic chaperonin activity | AID 651819 | purified chaperonin ATPase assay, HTRF ADP detection, 30 min | activity change, % (no concentration beside the values), hits read low | 360,000 tested, 0.3% active; in the data active = activity change below about -30%; note: % is set by controls: 0 for no effect and ±100 for the full control effect
#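 TRiC (40 or 20 nM final, by batch activity) in 30 mM Tris pH 7.4, 100 mM KCl, 5 mM MgCl2, 1 mM DTT was treated with compound at 76 uM single dose, then 10 uM ATP, 30 min at 37 °C. ADP was read by HTRF Transcreener.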
# PI5P4K alpha inh: PI5P4K alpha (human) kinase inhibition; PI5P4Kalpha enzyme, ADP-Glo luminescence, 60 min; hits give low values; max response, %; P48426; 330,000 tested, 1.2% active; active = max response of -50% or lower; inconclusive = between -30% and -50%; inactive = -30% or higher; note: value at the top dose of about 77 µM; % is set by controls: 0 for no effect and ±100 for the full control effect
# Target sequence (P48426 whole entry, looked up): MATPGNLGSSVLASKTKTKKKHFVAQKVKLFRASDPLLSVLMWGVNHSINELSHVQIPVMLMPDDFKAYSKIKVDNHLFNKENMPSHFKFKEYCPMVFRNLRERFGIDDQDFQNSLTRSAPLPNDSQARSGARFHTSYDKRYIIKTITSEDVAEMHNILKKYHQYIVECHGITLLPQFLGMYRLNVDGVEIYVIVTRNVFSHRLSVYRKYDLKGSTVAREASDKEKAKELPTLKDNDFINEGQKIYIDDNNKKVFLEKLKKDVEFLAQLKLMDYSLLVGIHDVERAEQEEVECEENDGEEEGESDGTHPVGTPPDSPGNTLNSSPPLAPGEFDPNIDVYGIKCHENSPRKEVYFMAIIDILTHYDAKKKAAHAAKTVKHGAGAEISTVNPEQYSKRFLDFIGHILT
#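 Quantitative HTS of the MLSMR library against PI5P4Kalpha with substrate. ATP added last at 5 microM final; room temperature, 60 minutes. Remaining ATP depleted, ADP converted and read as luminescence.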
# Starred values were filed as active, the others as inactive; ? = inconclusive; / = not tested or not shown; [ ] = another dose, or the depositor's remark. Unless noted, calls come from the whole dose curve; as a rule, active = well fitted curve in the direction sought with a large enough effect; inconclusive = small, poorly fitted or top-dose-only effect, or another doubt; inactive = no such curve, though single readings can be large; an effect the other way counts as inactive or inconclusive. Some of the compounds tested (hit frequency here may not be typical).
SMILES,EPAC1 ag,PLK1 PBD inh,IL-2 act,EPAC2 ag,WRN helicase inh,EPAC1 antag,CCT chaperon mod,PI5P4K alpha inh
O=C(NCc1ccccn1)c1cn(CCc2ccccc2)nn1,-7%,-7%,-3.7,-6%,10%,9%,2.6,0
Cc1noc(C)c1CSCC(=O)Oc1ccc(N(C)S(=O)(=O)c2ccc(Cl)cc2)cc1,13%,-4%,-0.2,10%,-2%,-11%,-2.5,-9
O=C(c1[nH]c(C(F)(F)F)nc1-c1ccccc1)N1CCN(c2ccccn2)CC1,5%,-9%,0.2,11%,5%,13%,0.3,4
O=C(CNC(=O)c1ccc(S(=O)(=O)N2CCCC2)cc1)N/N=C/c1ccco1,5%,-9%,-1.4,8%,-6%,-26%,0.5,3
c1coc(Cn2nnnc2CN2CCN(C3CCCCC3)CC2)c1,1%,-2%,-0.1,6%,-6%,0%,-2.7,-5
Cc1ccc(S(=O)(=O)NC2CCC(C(=O)O)CC2)cc1 (stereo unspecified),0%,-11%,-0.4,8%,7%,11%,-2.2,1
Cc1cc(Cl)ccc1NC(=S)N1CCN(C(=O)C2CCCO2)CC1 (stereo unspecified),3%,-15%,-1.0,4%,7%,8%,-1.2,-6
CCCn1c(N)c(N(CCOC)C(=O)c2ccc(S(=O)(=O)N3CCOCC3)cc2)c(=O)[nH]c1=O,1%,1%,-0.9,-5%,5%,8%,0.3,2
CC(=O)Nc1cccc(Oc2ncnc3scc(-c4ccc(C)cc4)c23)c1,6%,-7%,-2.4,10%,-14%,-10%,1.1,4
O=C(CSc1ccc(-c2ccc(F)cc2)nn1)Nc1ccc2c(c1)OCCO2,-12%,4%,0.6,-6%,-21%[57.1 µM],14%,-3.3,-2
CC(C#N)(NC(=O)CN1CCN(S(=O)(=O)c2cccc(F)c2)CC1)C1CC1 (stereo unspecified),12%,-12%,0.6,5%,1%,0%,0.9,2
Cc1c(C(=O)C(=O)NCC2CCCO2)c2ccccc2n1C (stereo unspecified),5%,-5%,3.5,0%,7%,4%,-6.4,-5
CN(CC(=O)Nc1ccccc1Cl)C(=O)CSc1nnc(-c2ccco2)o1,2%,-4%,-2.8,6%,-11%,7%,-1.8,0
Cn1c(NCC(O)c2ccccc2)nc2c1c(=O)n(Cc1ccc(Cl)c(Cl)c1)c(=O)n2C (stereo unspecified),8%,-8%,0.2,25%,6%,-16%,-0.1,-2
O=C1C(Cl)=C(NC(=O)c2ccccc2)C(=O)C(Cl)=C1NC(=O)c1ccccc1,17%,1.3µM*,-6.1,10%,20µM*,?,1.0,-84*
CNCC(O)COc1cccc(OC)c1 (stereo unspecified),-6%,-24%,-0.8,1%,1%,14%,-2.4,1
O=C(Nc1ccc([N+](=O)[O-])cc1)Nc1ccc(Cl)cc1F,1%,-18%,-0.4,7%,-11%,10%,-0.2,-6
COc1ccc(C(=O)NC(C)c2cccnc2)cc1S(=O)(=O)N(C)Cc1ccccc1 (stereo unspecified),8%,3%,-0.2,1%,-5%,-9%,-1.4,6
O=S(=O)(NCc1ccco1)c1cccc(S(=O)(=O)N2CCCCC2)c1,2%,-12%,0.7,-4%,-5%,0%,-1.8,1
O=C(CNC(=O)c1ccccc1)OC(C(=O)O)c1ccc(F)cc1 (stereo unspecified),-4%,-8%,-1.6,-3%,6%,-15%,-0.2,2
CC(=O)N1CCN(C2=NC(=O)/C(=C\c3cccs3)S2)CC1,8%,-25%,0.5,13%,1%,-5%,0.4,-11
COc1ccc(-c2nc(=S)c3c(n2Cc2cccnc2)CC(C)(C)OC3)cc1,-1%,-13%,-1.4,8%,8%,6%,-0.3,1
CN(C)S(=O)(=O)N1CCN(c2cc(Cl)ccc2Cl)CC1,10%,-9%,-2.7,-5%,11%,-12%,-1.7,-7
CC(=O)c1cccc(NS(=O)(=O)c2c(C)n[nH]c2C)c1,-4%,-8%,0.6,2%,-1%,3%,1.3,-5
CN(CC(=O)NCc1ccc(F)cc1)S(=O)(=O)c1cccc2nsnc12,6%,-3%,0.9,7%,1%,-3%,-2.6,/

# Sorted by SMILES length (high to low): eleven of the compounds above
SMILES,EPAC1 ag,PLK1 PBD inh,IL-2 act,EPAC2 ag,WRN helicase inh,EPAC1 antag,CCT chaperon mod,PI5P4K alpha inh
CCCn1c(N)c(N(CCOC)C(=O)c2ccc(S(=O)(=O)N3CCOCC3)cc2)c(=O)[nH]c1=O,1%,1%,-0.9,-5%,5%,8%,0.3,2
COc1ccc(C(=O)NC(C)c2cccnc2)cc1S(=O)(=O)N(C)Cc1ccccc1 (stereo unspecified),8%,3%,-0.2,1%,-5%,-9%,-1.4,6
O=C(CNC(=O)c1ccc(S(=O)(=O)N2CCCC2)cc1)N/N=C/c1ccco1,5%,-9%,-1.4,8%,-6%,-26%,0.5,3
COc1ccc(-c2nc(=S)c3c(n2Cc2cccnc2)CC(C)(C)OC3)cc1,-1%,-13%,-1.4,8%,8%,6%,-0.3,1
O=C(CSc1ccc(-c2ccc(F)cc2)nn1)Nc1ccc2c(c1)OCCO2,-12%,4%,0.6,-6%,-21%[57.1 µM],14%,-3.3,-2
O=S(=O)(NCc1ccco1)c1cccc(S(=O)(=O)N2CCCCC2)c1,2%,-12%,0.7,-4%,-5%,0%,-1.8,1
CC(=O)N1CCN(C2=NC(=O)/C(=C\c3cccs3)S2)CC1,8%,-25%,0.5,13%,1%,-5%,0.4,-11
CC(=O)c1cccc(NS(=O)(=O)c2c(C)n[nH]c2C)c1,-4%,-8%,0.6,2%,-1%,3%,1.3,-5
CN(C)S(=O)(=O)N1CCN(c2cc(Cl)ccc2Cl)CC1,10%,-9%,-2.7,-5%,11%,-12%,-1.7,-7
c1coc(Cn2nnnc2CN2CCN(C3CCCCC3)CC2)c1,1%,-2%,-0.1,6%,-6%,0%,-2.7,-5
CNCC(O)COc1cccc(OC)c1 (stereo unspecified),-6%,-24%,-0.8,1%,1%,14%,-2.4,1

# More entries:
SMILES,EPAC1 ag,PLK1 PBD inh,IL-2 act,EPAC2 ag,WRN helicase inh,EPAC1 antag,CCT chaperon mod,PI5P4K alpha inh
COc1ccc(-c2nc3c4ccccc4ccn3c2CN2CCOCC2)cc1OC,1%,-7%,-0.2,12%,-1%,-12%,0.6,1
CC1CCN(C(=O)c2cc(-c3ccccc3O)on2)CC1,-7%,-18%,-1.6,17%,-2%,3%,-1.1,-2
CCN(CC)C(=O)CSc1nnc(-c2cc3ccccc3cc2O)n1CC,3%,-4%,-1.8,-3%,3%,3%,-1.3,/
CCCCN1C(=O)/C(=C2/Sc3ccccc3N2C)S/C1=N\c1ncn[nH]1,5%,5%,16,8%,-10%,-30%,-2.0,1
CCOC(=O)Cc1csc(NC(=O)c2c(O)c3c(n(CC(C)C)c2=O)CCCC3)n1,-8%,1%,-0.6,-8%,-8%,-7%,-0.8,17
Cc1ccc(N2C(=O)c3ccccc3C2=O)cc1C,2%,-24%,0.3,-20%,5%,-10%,-2.6,2
Cc1c(Cl)cnc(NC(=O)COC(=O)Cc2coc3ccc4ccccc4c23)c1Cl,-2%,-8%,-2.7,3%,-16%,-17%,0.9,1
CCC(=O)Nc1cc2c(cc1Cl)-c1ccccc1C2,4%,-5%,1.1,-3%,-25%,-22%,2.0,0
CCCOc1cccc(C(=O)Nc2cc(NC(=O)c3ccco3)ccc2OC)c1,19%,-2%,-2.1,24%,-15%,-12%,-1.9,/
Cc1ccc(C(=O)C(C)OC(=O)Cn2c(C)csc2=O)cc1 (stereo unspecified),9%,-13%,-0.5,4%,3%,-3%,-0.1,-1
CC(=O)[C@@]1(O)[C@H](C)CC2C3CC=C4CC(OP(=O)(O)O)CC[C@]4(C)C3CC[C@@]21C (stereo partly specified),-1%,-5%,-0.1,5%,5%,1%,1.0,-7
CCOc1ccccc1/C=N/NC(=O)c1ccc(Cn2cc([N+](=O)[O-])cn2)o1,7%,-9%,-0.1,18%,-18%,-15%,-2.4,-6
CCOc1ccc(CN2CCC(=O)NC2=O)cc1,-5%,-3%,0.2,5%,4%,0%,-2.7,/
COc1ccccc1NC(=O)COC(=O)C1CCN(/C=C/C(=O)C(F)(F)F)CC1,-7%,-2%,-0.8,3%,-2%,15%,0.1,-1
Cc1ccc(NC(=O)CSc2nc(=O)n3cc(C)ccc3n2)c(C)c1,-5%,-3%,0.8,1%,1%,-4%,-1.2,-3
Cc1cc(C)c(S(=O)(=O)N(C)CC(N)=O)c(C)c1,8%,-2%,0.2,9%,-5%[57.1 µM],6%,-5.4,/
COc1ccc(SCC(O)Cn2c3ccccc3c3ccccc32)c(OC)c1 (stereo unspecified),5%,-2%,-0.9,6%,1%,1%,0.9,41
CC(=O)Oc1ccc(-c2csc(Nc3cccc(C)n3)n2)cc1,4%,-11%,0.7,9%,?,6%,1.2,1
CC(C)(C)S(=O)N1Cc2cc(C(=O)N3CCc4ccccc4C3)nc(-c3cccc(-c4ccncc4)c3)c2[C@H]1CCO (stereo partly specified),0%,-28%,1.3,1%,-10%,-18%,-0.8,-17
COc1cc(C)c(Br)cc1S(=O)(=O)N1CCCC1,0%,-5%,0.1,5%,-4%,4%,-2.7,4
N#Cc1ccccc1Sc1ccccc1C(=O)Nc1ccc2ccccc2c1,5%,-1%,-3.4,14%,-2%,-6%,-5.5,-11
Cc1ccc(Oc2ccc(S(=O)(=O)Nc3ccc(C(=O)O)cc3)cc2)cc1,-19%,-14%,-0.1,-1%,-2%,10%,3.0,-11
CC(NC(=O)COC(=O)CC(c1ccccc1)c1ccccc1)c1ccccc1 (stereo unspecified),18%,-8%,-0.1,12%,-13%,0%,-0.2,1
Cc1cc(NC(=O)C2CCCCC2C(=O)O)no1 (stereo unspecified),5%,-21%,-0.6,2%,1%,-3%,-2.1,4
COc1cccc(/C=N/n2cncn2)c1OCC#N,-1%,-7%,-3.7,1%,3%,2%,-1.0,-1
O=C(O)CCC(NS(=O)(=O)c1ccc(N2CCCC2=O)cc1)C(=O)O (stereo unspecified),-1%,-1%,0.4,7%,-3%,12%,-2.6,/
COC(=O)C1CCN(S(=O)(=O)c2c(C)n(C)c(=O)n(C)c2=O)CC1,9%,-3%,-2.0,3%,-2%,-11%,-3.2,-8
O=C(O)CCCC(=O)N1CCc2cc(S(=O)(=O)NCc3ccc(F)cc3)ccc21,-4%,2%,0.0,2%,2%,8%,-0.4,-5
Cc1cccc(-n2ncc(Cl)c(Cl)c2=O)c1,11%,-15%,-1.1,3%,-21%,-5%,2.4,-3

# Bioassay records from PubChem BioAssay.
